T cell HTS: modulators of CD8 T cell-vesicle binding, primary screen, mouse 2C CD8+ T cells, flow cytometry; calls only at 7 µM; actives 0.068% (n = 330,000); 2C CD8+ T cell-vesicle binding; stronger effect = lower value;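 active = response, share of CD8 T cells binding vesicles, and their 90th percentile fluorescence all below set limits, cut at about 80% in these data, passing the limit was not always enough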
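Incubation: binding step 1.5 h, 37 °C, antibody labelling 20 min, ice; system: murine 2C transgenic CD8+ T lymphocytes; technique: cytometric PE anti-B7-1 and Alexa647 anti-CD8 signals after 1% paraformaldehyde fixation; also added: QL9-charged Drosophila Ld/ICAM-1/B7-1 vesicles; control set: naked versus QL9-loaded vesicles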
Myeloid diff 2: induction of myeloid progenitor differentiation, primary screen, cell-based, flow cytometry, MLPCN library; actives 1% (n = 360,000); ER-HoxA9 myeloid progenitors, lysozyme-GFP differentiation; AID 624256, 2012; calls only at 10 µM;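 active = normalized GFP-positive differentiation at or above the plate's own cutoff, the solvent-only control mean plus 3 SD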;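 also: cells exposed to compound for four days before flow analysis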
T cell HTS vesicle-bound %: second read-out of T cell HTS, no call of its own (marks repeat the call); double positive events, %; measured here: CD8+ vesicle-bound cell fraction;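 binding gate set so that unloaded-vesicle control wells show 10% double positive cells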
Myeloid diff 2 GFP+ MAC1+ %: second read-out of Myeloid diff 2, no call of its own (marks repeat the call); GFP+ MAC1+ double positive, %; measured here: differentiation confirmed by MAC1 staining
* = called active by the depositor; i = inactive. This is a subset (hit frequency here may not be typical).

SMILES	T cell HTS	T cell HTS vesicle-bound %	Myeloid diff 2	Myeloid diff 2 GFP+ MAC1+ %
COc1ccc(-c2cc(C(=O)N3CCN(c4ncccn4)CC3)c3ccccc3n2)cc1OC	i	29.8	i	0.2
COc1cc(C(=O)NCCC2=CCCCC2)ccc1OCc1c(C)noc1C	i	40.0	i	0.1
CN1CCN(c2cc(-c3cc(O)c4ncccc4c3)ccn2)CC1	i	41.6	i	0.5
COc1ccc(CN2CC[C@H]3C=CC[C@@H](C(=O)N4CCOCC4)[C@H]3C2=O)cc1OC	i	49.5	i	0.5
Cc1ccc(N2CC(C(=O)OCC(=O)Nc3ccc(Cl)cc3)CC2=O)cc1 (centres undefined)	i	36.8	i	0.3
COc1ccc(Cl)cc1C(=O)NCC(=O)OCc1ccccc1	i	21.1	i	0.7
CC(Sc1nnc(C2CC2)n1C)C(=O)Nc1ccc2c(c1)CCC2 (centres undefined)	i	26.3	i	0.7
Cc1ccc(S(=O)(=O)N(C)c2ccc3c(ncn3C)c2[N+](=O)[O-])cc1	i	11.8	i	1.1
COc1ccc(-c2cc(C(=O)OCC(=O)NC3CC3)c3ccccc3n2)cc1OC	i	42.4	i	0.3
Cc1c(NC(=O)CSc2nc(N)cc(N)n2)c(=O)n(-c2ccccc2)n1C	i	17.6	i	0.7
CCCN(C(=O)CSc1ncnc2sccc12)c1c(N)n(Cc2ccccc2)c(=O)[nH]c1=O	i	3.1	i	0.9
O=C(CCc1nc2ccccc2c(=O)[nH]1)Nc1nnc(SCc2ccccc2)s1	i	47.9	i	0.6
CCCc1cc(=O)[nH]c2nnc(SCC(=O)Nc3nnc(SCC)s3)n12	i	41.3	i	0.6
Cc1cc(NC(=O)C(C)SCC(=O)OCc2ccc(Cl)cc2Cl)no1 (centres undefined)	i	36.2	i	0.2
CN(C)c1ccc(NC(=O)Cc2ccccc2)c2ccccc12	i	22.4	i	0.4
NC(=O)N/N=C/c1ccc([N+](=O)[O-])o1	i	32.0	i	1.5
C[C@H](CO)N1C[C@H](C)[C@@H](CN(C)C)Oc2c(NC(=O)CCC(F)(F)F)cccc2C1=O	i	11.2	i	0.2
O=C(NCCCCNC(=O)c1c(Cl)cccc1Cl)c1c(Cl)cccc1Cl	i	50.8	i	0.6
N#Cc1ccccc1S(=O)(=O)N1CCN(C(=O)C2CCC2)CC1	i	41.0	i	0.9
C=CC[C@@H](CC(=O)OC(C)(C)C)C(=O)OC[C@@H]1CCCN1C(=O)[C@@H](CC=C)CC(=O)N[C@@H](CO)Cc1ccccc1	i	28.1	i	1.4
COCCN(C(=O)CSc1n[nH]c(-c2ccccc2)n1)c1c(N)n(Cc2ccccc2)c(=O)[nH]c1=O	i	45.9	i	0.6
Cn1c(SCC(=O)NCCc2ccccc2)ncc(C(=O)Nc2ccc(F)cc2)c1=O	i	40.9	i	0.6
Cc1ccc(S(=O)(=O)N(C)C)cc1NC(=O)COC(=O)CNC(=O)C12CC3CC(CC(C3)C1)C2	i	27.1	i	0.6
CCOc1ccc(CN2CCSCC2)cc1	i	51.3	i	1.5
C#CCCc1cocc1/C=[N+](\[O-])c1ccc(C(=O)OCC)cc1	i	16.6	i	1.5
CC(=O)CC(CC(=O)NC1CCCCC1)c1ccccc1 (centres undefined)	i	46.1	i	0.8
COCCN(Cc1ccccc1)C(=O)Cc1ccc(OC)c(S(=O)(=O)N2CCOCC2)c1	i	30.8	i	0.4
CCCCN1C(=O)C(=O)N(CC(=O)Nc2sc(C)c(CC)c2C(=O)OCC)C1=O	i	25.8	i	0.4
COc1ccc(CNC(=O)C(=O)NCC2CCCN2S(=O)(=O)c2ccccc2)cc1 (centres undefined)	i	23.4	i	0.8
Cc1ccc(S(=O)(=O)NC(CC(C)C)C(=O)Nc2ccncc2)cc1 (centres undefined)	i	36.4	i	0.5
O=C(Cc1ccsc1)OCC(=O)c1ccccc1	i	55.4	i	0.9
C=CCC[C@@H](Cc1ccc(F)cc1)C(=O)OC[C@H](Cc1c[nH]c2ccccc12)NC(=O)[C@@H](CC=C)CC(=O)NCCO	i	13.2	i	1.4
COC(=O)c1ccc(C)c(NC(=O)CCCN2C(=O)NC(C)(C)C2=O)c1	i	53.2	i	1.6
O=C(OCC(=O)N1CCCCC1)c1ccc2c(c1)C(=O)N(Cc1ccco1)C2=O	i	47.2	i	0.9
COC(=O)[C@]1(Cc2ccccc2)N[C@H](CN(C)C(=O)Nc2ccc(C(F)(F)F)cc2)[C@@H]2C(=O)N(C)C(=O)[C@@H]21	i	19.8	i	0.4
CC(CC(=O)O)NCC1COc2ccccc2O1 (centres undefined)	i	26.2	i	0.3
O=C1N[C@@H](Cc2ccccc2)C(=O)N2[C@@H]1C[C@@]1(Br)c3ccccc3N(S(=O)(=O)c3ccccc3)[C@@H]21	i	50.9	i	1.7
CN1C(=O)[C@H]2[C@@H](/C=C/c3ccccc3)N3C(=O)CN(Cc4ccccn4)C(=O)[C@@]3(Cc3ccccc3)[C@H]2C1=O	i	8.4	i	3.3
Cc1ccc(S(=O)(=O)/N=C(/Nc2ccc(O)c(C(=O)O)c2)c2ccccc2)cc1	i	35.9	i	0.5
O=C(COC(=O)CC1Sc2ccccc2NC1=O)NCc1ccccc1 (centres undefined)	i	21.1	i	0.5
COc1cc(OC)cc(C(=O)N2CCN(S(=O)(=O)c3ccc(Cl)s3)CC2)c1	i	16.7	i	1.0
C=C1CCN([C@@H](Cc2ccccc2)C(=O)NCCC(C)C)S(=O)(=O)c2ccccc21	i	18.7	i	3.7
CCCCC[C@@H]1C=C(C(=O)O)[C@H](c2ccc(Cl)c(Cl)c2)N1S(=O)(=O)c1ccc(C)cc1	i	11.3	i	0.6
C=CCN1C(=O)c2ccc(C(=O)N(C)CC(=O)Nc3ccccc3Cl)cc2C1=O	i	54.1	i	0.2
COc1ccc(NC(=O)COc2ccc(-c3ccccc3)cc2)cc1	i	32.0	i	1.0
CCCCNC(=O)CSc1ccc(S(=O)(=O)N2CCOCC2)cn1	i	40.1	i	0.8
COc1ccccc1C(=O)COC(=O)CN1C(=O)C2CC=CCC2C1=O (centres undefined)	i	42.1	i	0.7
COc1ccccc1N1CC(C(=O)Nc2ccccc2N2CCCC2)CC1=O (centres undefined)	i	30.6	i	1.0
CCOc1ccccc1NC(=O)CSc1nc(=O)n(CCN2CCOCC2)c2c1CCCC2	i	22.7	i	0.4
CC(=O)C[C@H](O)CC(=O)[C@H]1OC(=O)CCCCCCCCc2ccccc21	i	20.5	i	2.5
CCCCn1c(N)c(N(CCOC)C(=O)C2CCN(C(=O)c3ccc(F)cc3)CC2)c(=O)[nH]c1=O	i	34.6	i	0.3
COc1ccccc1C(=O)NC(=O)CSc1nncn1C(C)C	i	55.9	i	0.8
CCc1noc(C)c1C(=O)N1CCN(S(=O)(=O)c2ccc(C(C)C)cc2)CC1	i	33.1	i	0.9
COc1ccc(NC(=O)Nc2cccc3c2O[C@H](CN(C)S(=O)(=O)c2ccc(F)cc2)[C@@H](C)CN([C@H](C)CO)C3=O)cc1	i	50.5	i	1.2
CC(=O)Nc1ccc(S(=O)(=O)N2CCCC3CCCCC32)cc1 (centres undefined)	i	42.1	i	0.8
COc1ccccc1NS(=O)(=O)c1ccc(C(=O)Nc2ncccc2O)cc1	i	44.1	i	0.3
C[N+](C)(C)C[C@H](O)CC(=O)[O-]	i	67.3	i	2.9
Cc1nn(CC(=O)Nc2ccc(N3CCOCC3)cc2)c(C)c1[N+](=O)[O-]	i	37.0	i	0.7
Cc1ccccc1CN1CCN(C(C)C(=O)NNC(=O)c2ccc(F)cc2)CC1 (centres undefined)	i	47.6	i	0.4
Cc1ccc(S(=O)(=O)N2CCC(C(=O)N3CCCC(C(F)(F)F)C3)CC2)cc1C (centres undefined)	i	45.3	i	0.8

Further compounds
SMILES	T cell HTS	T cell HTS vesicle-bound %	Myeloid diff 2	Myeloid diff 2 GFP+ MAC1+ %
Fc1ccccc1-c1nc2c(s1)CCc1onc(-c3ccc(Br)cc3)c1-2	i	39.2	i	1.6
Cc1ccc2nc(SCC(=O)Nc3oc(C)c4c(C)n[nH]c(=O)c34)[nH]c2c1	i	32.3	i	0.8
Cc1cc(S(=O)(=O)Nc2ccc(C(=O)NCc3cccnc3)cc2)ccc1F	i	16.0	i	0.8
CCOC(=O)C1=C(COC(=O)/C=C/c2cc(Br)ccc2F)NC(=O)NC1C (centres undefined)	i	32.5	i	1.2
Cc1noc(C)c1NC(=O)Nc1cccc2c1O[C@H](CN(C)C(=O)Nc1ccc3c(c1)OCO3)[C@@H](C)CN([C@H](C)CO)C2=O	i	16.2	i	2.3
CCCCn1c(N)c(N(CCOC)C(=O)c2cc(=O)[nH]c3ccccc23)c(=O)[nH]c1=O	i	34.8	i	0.7
O=S(=O)(NCC1CC1)c1ccc(F)c(Cl)c1	i	35.6	i	1.3
Cc1ccc(NC(=O)CNc2cc(S(=O)(=O)N3CCOCC3)ccc2N2CCOCC2)cc1S(=O)(=O)N(C)C	i	40.0	i	0.6
COc1ccc(C(CNC(=O)c2cccc(NC(=O)c3cccs3)c2)N2CCCC2)cc1 (centres undefined)	i	28.4	i	0.4
O=C(CNC(=O)c1ccc(Cl)c([N+](=O)[O-])c1)OCN1C(=O)c2ccccc2C1=O	i	25.4	i	0.4
CCC1Nc2ncnc(N3CCOCC3)c2N(Cc2ccc(OC)cc2)C1=O (centres undefined)	i	17.9	i	1.2
COc1ccc(NC(=O)CSCC(=O)N(C)CC(=O)Nc2c(C)cccc2C)cc1	i	35.5	i	0.4
CCOC(=O)CCCCCC(=O)Nc1ccc2c(c1)CC(=O)N([C@@H](C)CO)C[C@@H](C)[C@@H](CN(C)C(=O)Nc1ccc(C(F)(F)F)cc1)O2	i	10.4	i	1.2
CCc1onc(C)c1C(=O)Nc1ccc(N2CCOCC2)cc1	i	36.7	i	0.5
CC(NC(=O)c1ccccc1F)c1cccc2ccccc12 (centres undefined)	i	8.2	i	1.6
COc1ccc(NC(=O)Cc2ccsc2)cc1S(=O)(=O)N1CCOCC1	i	43.0	i	0.2
COc1cc(/C=C(\NC(=O)c2ccccc2)C(=O)Nc2nccs2)ccc1OC(C)=O	i	22.0	i	0.7
Cc1ccc(S(=O)(=O)N(C)C[C@@H]2Oc3ccc(NS(C)(=O)=O)cc3CC(=O)N([C@H](C)CO)C[C@@H]2C)cc1	i	53.6	i	1.5
O=C(NC1CC1)c1sc2cc(F)ccc2c1Cl	i	50.5	i	0.5
CC(NC(=O)COC(=O)CNC(=O)c1ccc(-c2ccccc2)cc1)c1ccccc1 (centres undefined)	i	56.7	i	1.0
CNC[C@H]1Oc2c(NS(=O)(=O)c3ccccc3)cccc2C(=O)N([C@H](C)CO)C[C@@H]1C	i	11.2	i	1.1
COc1ccc(C2=NOC(Cn3nc(C(=O)NCc4ccc(OC(F)(F)F)cc4)cc3-c3ccccc3)C2)cc1 (centres undefined)	i	15.6	i	0.9
COc1ccc(C(CNC(=O)c2ccc(NS(=O)(=O)c3ccc(F)c(C)c3)cc2)N(C)C)cc1 (centres undefined)	i	57.9	i	0.1
C=CCN1CCc2c(cc(O)c(O)c2Br)[C@@H](c2ccccc2)C1	i	24.4	i	0.5
O=C(OCCc1cc2ccccc2c(=O)o1)c1ccc(C(F)(F)F)cc1	i	38.6	i	2.3
O=C(COC(=O)/C=C/c1cccc(C(F)(F)F)c1)NC1CCCCCC1	i	7.8	i	0.3
CC1(c2ccccc2Cl)NC(=O)N(CC(=O)c2ccc3c(c2)OCO3)C1=O (centres undefined)	i	13.7	i	0.7
CC1CCCCN1C(=O)COC(=O)c1cc([N+](=O)[O-])ccc1N (centres undefined)	i	33.6	i	0.9
O=C(COC(=O)[C@H](Cc1ccccc1)NC(=O)c1ccco1)Nc1ccccc1OC(F)F	i	36.7	i	0.4

Entries from the list above that have a Cl atom:
SMILES	T cell HTS	T cell HTS vesicle-bound %	Myeloid diff 2	Myeloid diff 2 GFP+ MAC1+ %
Cc1ccc(N2CC(C(=O)OCC(=O)Nc3ccc(Cl)cc3)CC2=O)cc1 (centres undefined)	i	36.8	i	0.3
COc1ccc(Cl)cc1C(=O)NCC(=O)OCc1ccccc1	i	21.1	i	0.7
Cc1cc(NC(=O)C(C)SCC(=O)OCc2ccc(Cl)cc2Cl)no1 (centres undefined)	i	36.2	i	0.2
O=C(NCCCCNC(=O)c1c(Cl)cccc1Cl)c1c(Cl)cccc1Cl	i	50.8	i	0.6
COc1cc(OC)cc(C(=O)N2CCN(S(=O)(=O)c3ccc(Cl)s3)CC2)c1	i	16.7	i	1.0
CCCCC[C@@H]1C=C(C(=O)O)[C@H](c2ccc(Cl)c(Cl)c2)N1S(=O)(=O)c1ccc(C)cc1	i	11.3	i	0.6
C=CCN1C(=O)c2ccc(C(=O)N(C)CC(=O)Nc3ccccc3Cl)cc2C1=O	i	54.1	i	0.2
O=S(=O)(NCC1CC1)c1ccc(F)c(Cl)c1	i	35.6	i	1.3
O=C(CNC(=O)c1ccc(Cl)c([N+](=O)[O-])c1)OCN1C(=O)c2ccccc2C1=O	i	25.4	i	0.4
O=C(NC1CC1)c1sc2cc(F)ccc2c1Cl	i	50.5	i	0.5
CC1(c2ccccc2Cl)NC(=O)N(CC(=O)c2ccc3c(c2)OCO3)C1=O (centres undefined)	i	13.7	i	0.7
